# PriA SSB inh = inhibitors of Klebsiella pneumoniae PriA binding to SSB C-terminal tail. AlphaScreen SSBct-PriA binding, biotinylated peptide. inhibition, % at 33 µM. 430,000 tested, 0.6% active. AID 1272365; in the data active = inhibition mostly above about 37%, no sharp cut-off; inactive = mostly below about 20%;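 note: plate controls were negative control peptide for no effect and reference peptide for full effect; strong numbers were not always called active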
# Starred values were filed as active, the others as inactive; & = joins results of further samples. Only part of the results is shown; count on the stated rates, not on these rows.
SMILES,PriA SSB inh
Cc1ccc(C)c(NC(=S)C(=C([O-])c2ccc(OC(F)F)cc2)[n+]2ccccc2)c1,-9
CC(C)CSc1ncc(-c2ccc(Cl)c(Cl)c2)n1-c1ccc(OC(F)F)cc1,-7
OCCCc1nc2ccccc2n1Cc1ccc(Cl)cc1,-12
O=C(NN=Cc1ccco1)c1ccc(NC(=O)c2ccccc2Cl)cc1,12
COC(CNC(=O)c1ccsc1)c1ccccc1C (stereo not drawn),-23
O=C(C1CCc2nc[nH]c2C1)N1CCC(Oc2cccnn2)CC1 (stereo not drawn),-10
Cc1cnnn1-c1ccc(NC(=O)[C@H]2CC(=O)N(c3ccccc3)C2)cc1,-17
O=C(Cc1nnc(-c2cccc(Br)c2)o1)NCCc1ccc(Cl)cc1,5
O=C(Cc1cc(-c2cccs2)on1)N1CCCC1,3
Cc1cnc(NC(=O)Cc2c(C)noc2C)s1,-1
O=C(Cc1cccs1)NCCC(O)c1cccs1 (stereo not drawn),-8
CC(C)CNC(=O)Cc1csc(SCc2ccc(Br)cc2)n1,-15
Cc1c(N=Cc2ccccc2OC(=O)c2cc3ccccc3oc2=O)c(=O)n(-c2ccccc2)n1C,-9
O=C(CCCS(=O)(=O)c1ccc(F)cc1)Nc1cc(Cl)cc(Cl)c1,-8
O=C(COc1ccccc1)N1CCC(CNC(=O)C2(c3ccc(Cl)cc3)CCCC2)CC1,-18

# 2 entries drawn at random from those above, as already listed:
SMILES,PriA SSB inh
Cc1c(N=Cc2ccccc2OC(=O)c2cc3ccccc3oc2=O)c(=O)n(-c2ccccc2)n1C,-9
O=C(COc1ccccc1)N1CCC(CNC(=O)C2(c3ccc(Cl)cc3)CCCC2)CC1,-18

# Going on with the list.
SMILES,PriA SSB inh
O=C(NCc1ccc(F)cc1)Nc1cc(N2CCCCC2)ncn1,9
CCOc1cc(C=NNc2nc(Nc3ccccc3)nc(N3CCOCC3)n2)ccc1OC(=O)c1ccco1,7
Cc1nc(-c2ccco2)sc1CNS(=O)(=O)c1ccccc1Cl,-12
Cc1ccc(Oc2cccc(C(=O)NCc3nc(C)cc(N4CCCCC4)n3)c2)nn1,-9
CC(C)n1cnc(S(=O)(=O)N2CCSC(c3ccccc3Cl)CC2)c1 (stereo not drawn),3
COc1ccc2oc(-c3csc(NC(=O)c4cc5ccccc5oc4=O)n3)cc2c1,-9
CCOc1cccc2cc(C(=O)N3CCN(c4nc5c(C)cccc5s4)CC3)oc12,12
CN(C)CCN(C(=O)CS(=O)(=O)c1ccc(Cl)cc1)c1nc2c(F)cc(F)cc2s1,-9
O=C(NC1CCCCC1)N1CCC(c2nnc(-c3ccco3)o2)CC1,-21
Cc1ccc(NC(=S)NC(=O)C2CCCCC2)nc1,-20
Cc1ccc(-c2nn(-c3ccccc3)cc2C2CC(c3ccc(Br)cc3)=NN2c2nc(-c3ccccc3)c3cc(Cl)ccc3n2)cc1 (stereo not drawn),-19
CC(CC(C)C)=NNC(=O)Nc1ccccc1,-7
CC(C)(C)c1nnc(Nc2ccc3c(c2)OCO3)n(N)c1=O,-9
CC(=O)Nc1ccc(S(=O)(=O)N(C)CC(O)CN(c2ccc(F)cc2)S(C)(=O)=O)cc1 (stereo not drawn),1
O=C(Cc1ccccc1F)NCCN1Cc2ccccc2OCC1=O,-15
O=C(c1ccccc1Cl)N1CCC(Oc2ncccc2Br)CC1,-15
CCn1cc2[nH]c(=O)n(-c3ccc(C)cc3)c(=O)c2n1,-1
O=S(=O)(NCc1ccsc1)c1ccccc1,-2
CCOc1cc(C2C(=C(O)c3ccc(OC)cc3)C(=O)C(=O)N2CC2CCCO2)ccc1O (stereo not drawn),-10
Cc1ccc(S(=O)(=O)N2CCN(Cc3nc(-c4cccs4)cs3)CC2)cc1,8
CCc1ccc(/C=C/C(=O)Nc2ccccc2C(F)(F)F)o1,14
CCS(=O)(=O)Nc1ccc2c(c1)CCCN2C(=O)c1ccco1,8
Cc1ccccc1Oc1ccc(S(=O)(=O)NC2(C(=O)O)CCCCC2)cc1,-4
Cc1noc(CNC(=O)c2cc(-c3ccc(F)cc3)nn2C)n1,-12
O=C(NCc1cccnc1-c1cccs1)C1COc2ccccc2O1 (stereo not drawn),-5
O=C(NCc1ccsc1)c1ccco1,-16
Cc1cc(C)nc(NS(=O)(=O)c2ccc(NC(=O)c3ccc(C)c(Br)c3)cc2)n1,-24&1
Cc1ccc(-n2ncc3c(=O)n(NC(=O)[C@@H]4CCCO4)cnc32)cc1C,-12
COc1ccc(C)cc1NC(=O)c1cccn(Cc2cccc(C(F)(F)F)c2)c1=O,-13
COc1ccc(CNC(=O)NC[C@H]2CC(=O)N(c3ccc(Cl)cc3)C2)cc1OC,2

# Of the compounds above, these have a CF3 group.
SMILES,PriA SSB inh
CCc1ccc(/C=C/C(=O)Nc2ccccc2C(F)(F)F)o1,14
COc1ccc(C)cc1NC(=O)c1cccn(Cc2cccc(C(F)(F)F)c2)c1=O,-13

# The results go on:
SMILES,PriA SSB inh
COc1ccc(Nc2nc(NC[C@H]3CCCO3)nc3[nH]ncc23)cc1,-4
COc1ccc(C=NNC(=O)c2ccc(Cl)cc2)cc1Cn1cc(Cl)cn1,-8
Nc1nnnn1N=Cc1ccc(Cl)c([N+](=O)[O-])c1,-1
Cc1cnc(=O)[nH]c1SCC(=O)NCc1ccco1,-13
CSc1ncccc1C(=O)NCC(O)(c1ccco1)C1CC1 (stereo not drawn),-6
CSCCC(N)c1nc(-c2ccccc2F)no1 (stereo not drawn),47
CCOC(=O)c1c(C)cc(=O)[nH]c1C,-17
Cc1ccc(C(=O)NN=Cc2cccn2C)cn1,-1
CCOc1ccc(C(=O)N(CCN(C)C)c2nc3c(C)cccc3s2)cc1,16
COc1ccc(C2(CNC(=O)CCc3ccccc3F)CCOCC2)cc1,-14
O=C(CS(=O)(=O)c1ccc(F)cc1)Nc1nc2c(Cl)ccc(Cl)c2s1,-2&7
O=S(=O)(Cc1ccccc1)N1CCC[C@H](Cc2nc(-c3cnccn3)no2)C1,4
NCCN1CCOC(c2ccccc2)C1 (stereo not drawn),18
CCCCc1ccc(Nc2nc(Nc3ccc(C)c(C)c3)nc(N3CCOCC3)n2)cc1,-7
CCn1nccc1C(=O)Nc1ccc2c(c1)C(=O)N(C)C2=O,-14
CCOCCCNC(=O)c1sc2c(cnc3ccc(OC)cc32)c1-c1ccccc1,-7
CC(CC(=O)NC1CCCCC1)=NNC(=O)c1ccccc1C,3
CC(CC1(O)C(=O)N(C)c2ccccc21)=NO (stereo not drawn),-11
CCOC(=O)N1CCC(Nc2ncc3c(=O)n(Cc4ccccc4F)c(=O)[nH]c3n2)CC1,-8
NCc1nncn1-c1ccccc1,-11
CC(=O)Nc1ccc(S(=O)(=O)N2CCC(Oc3cccnn3)CC2)cc1,-15
O=S(=O)(Nc1ccc2ncsc2c1)c1ccc2c(c1)OCCO2,-5
COc1ccc(C(=O)Nc2ccc3c(=O)c4cccc(Cl)c4oc3c2)cc1,-1
O=C(C1COc2ccccc2O1)N1CCN(CC(O)c2ccco2)CC1 (stereo not drawn),-3
COc1ccc(C=NNC(=O)CC(=O)NCCc2ccccc2)cc1OC,5
COCCc1nnc(N)o1,-11
Cn1cnnc1S(=O)(=O)C1CCN(C(=O)c2cc(-c3cccs3)[nH]n2)CC1,-11
Cc1sc2nc(CCCCCN3C(=O)c4cccc5cccc(c45)C3=O)n(CCO)c(=O)c2c1C,4
Cc1nc(C)c(C(=O)NCCn2ncc3c(N4CCN(c5ccc(F)cc5)CC4)ncnc32)s1,-19
CCCCS(=O)(=O)N1CCC[C@H](c2nnc(Cc3ccccc3)s2)C1,-12

# Part of the list above, with tabs.
SMILES	PriA SSB inh
CC(C)CSc1ncc(-c2ccc(Cl)c(Cl)c2)n1-c1ccc(OC(F)F)cc1	-7
CC(=O)Nc1ccc(S(=O)(=O)N(C)CC(O)CN(c2ccc(F)cc2)S(C)(=O)=O)cc1 (stereo not drawn)	1
CCOc1cc(C=NNc2nc(Nc3ccccc3)nc(N3CCOCC3)n2)ccc1OC(=O)c1ccco1	7
O=C(Cc1ccccc1F)NCCN1Cc2ccccc2OCC1=O	-15
Cc1cnc(NC(=O)Cc2c(C)noc2C)s1	-1
Cc1ccc(-n2ncc3c(=O)n(NC(=O)[C@@H]4CCCO4)cnc32)cc1C	-12

# The results go on.
SMILES,PriA SSB inh
COc1ccc(-c2nnc3ccc(OCCNC(=O)NCc4ccccc4)nn23)cc1,-14
Cc1nc2ccccn2c1C(=O)N1CCC(Oc2cncc(N(C)C)n2)C1 (stereo not drawn),2
Cc1ncn(CC(=O)N2CCC(S(=O)(=O)c3ccccc3)CC2)c(=O)c1C,-9
COc1cccc(NC(=O)NC2CCCC(OC(=O)Nc3ccccc3)C2)c1OC (stereo not drawn),1
CC(C)CCNC(=O)c1ccc2c(c1)C(=O)c1ccccc1-2,3
CS(=O)(=O)N1CCC(C(=O)NCCn2ccc(-c3cccs3)n2)CC1,-2
COc1ccc(-c2[nH]nc(N)c2C)cc1,-10&-1
O=C(O)C(=Cc1ccc(-c2cccc([N+](=O)[O-])c2)o1)C(=O)O,-4
N#CC1=C(SCC(=O)Nc2cccc(F)c2)NC2=C(C(=O)CCC2)C1c1ccco1 (stereo not drawn),-5
CC(=O)C(=NNc1ccc([N+](=O)[O-])cc1)N1CCCc2ccccc21,-8
Cn1cc(-c2cccs2)nc1CCNC(=O)C1c2ccccc2Oc2ccccc21,-2
CCc1ccc(S(=O)(=O)NCCn2nc(-c3cccnc3)ccc2=O)s1,0
NS(=O)(=O)c1ccc(NC(=O)C2CCCN(c3ccc(-n4cncn4)nn3)C2)cc1 (stereo not drawn),5
N#C/C(=N/Nc1ccc(Br)cc1)c1nc2ccccc2s1,23
CC(=O)N1CCc2cc(S(=O)(=O)NCCOc3cc(C)cc(C)c3)ccc21,5
Cc1oncc1C(=O)Nc1ccc2c(c1)N(S(=O)(=O)c1ccccc1)CCC2,3
Cc1cccc(NC(=O)C(C)n2ncccc2=O)c1C (stereo not drawn),1
O=C(NCCn1ncc2c(=O)n(Cc3cccc([N+](=O)[O-])c3)cnc21)c1ccc(F)cc1,-1
COc1ccc(N2CC(CNC(=O)Nc3ccccc3Cl)CC2=O)cc1 (stereo not drawn),-3
NCc1ccnc(-c2ccccn2)n1,126*
O=C(Nc1ccc(CN2CCN(c3ccccn3)CC2)cc1)Nc1ccc2c(c1)OCO2,50*
O=C(COc1ccc(Cl)cc1)NCCOc1ccc(-c2ccco2)nn1,-2
COc1cccc(C(=O)Oc2ccc(C)cc2Br)c1,-111
COc1cc(-c2ccc(=O)n(CC(=O)Nc3ccccc3C(F)(F)F)n2)cc(OC)c1OC,0
COc1ccc(CC(=O)Nc2nnc(-c3ccco3)o2)cc1C,-3
O=C(O)CNC(=O)C12CC3CC(CC(C3)C1)C2,9
CSc1ccc(-c2noc(CCn3nc(-c4ccc(F)cc4)ccc3=O)n2)cc1,5
CSc1ccccc1C(=O)N1CCN(c2ncnc3c2nnn3-c2ccccc2)CC1,-7
CCN(Cc1ccccc1)S(=O)(=O)c1ccc(C(=O)Nc2nnc(C3=COCCO3)o2)cc1,-11
Cc1ccc(-c2noc(Cn3c(=O)n(CC4CCCO4)c(=O)c4ccccc43)n2)cc1 (stereo not drawn),-7
O=C(NCCn1nc(-c2ccc(F)cc2)ccc1=O)c1ccco1,4
N#CC(C(=O)C(F)(F)F)c1nc2ccccc2s1 (stereo not drawn),4
Fc1ccc(-n2cc[nH]c2=S)cc1,8
CON=C(CS(=O)(=O)c1ccc(Br)cc1)c1ccc(OC)cc1,-39
COC(=O)c1ccc(S(=O)(=O)N2CCN(CCn3cccn3)CC2)cc1,-7
O=S(=O)(NCCOc1ccc(F)cc1)c1ccc(Cl)cc1,-15
Cc1cc(N2C(=O)C(=O)C(=C(O)c3ccccc3)C2c2cccc(Br)c2)no1 (stereo not drawn),-4
N#Cc1ccccc1NC(=O)C[C@H](NCc1cccnc1)C(=O)O,1
Cc1cccc(CS(=O)(=O)Nc2ccc3c(c2)N(C)C(=O)C(C)(C)CO3)c1,9
Cc1ccc(SCCC(=O)Nc2ccc3sccc3c2)cc1,-14
COc1ccc(NN=C2CCCCC2=O)cc1,8
CSc1cccc(-n2nnc(C(=O)OCc3ccccc3F)c2C)c1,-34&-11
Cc1ccc(NCN2C(=O)c3ccccc3C2=O)nc1,-5&9
Cc1nnc(NC(=O)c2ccc(OC(C)C)cc2)s1,-11
CCn1ccnc1N1CCN(C(=O)c2c(-c3ccccc3Cl)noc2C)CC1,9

# The list goes on; the last four above are carried over.
SMILES,PriA SSB inh
CSc1cccc(-n2nnc(C(=O)OCc3ccccc3F)c2C)c1,-34&-11
Cc1ccc(NCN2C(=O)c3ccccc3C2=O)nc1,-5&9
Cc1nnc(NC(=O)c2ccc(OC(C)C)cc2)s1,-11
CCn1ccnc1N1CCN(C(=O)c2c(-c3ccccc3Cl)noc2C)CC1,9
CCOc1ccccc1C=NNC(=O)c1cc(C(C)C)[nH]n1,-2
Cc1ccc2sc(N3CCNCC3)nc2c1C,6
O=C(c1ccccc1Cl)N1CCN(CCN2C(=O)c3cccc4cccc(c34)C2=O)CC1,-5&8
O=C1CCC(C(=O)NC2CCN(c3cc(C(F)(F)F)ncn3)CC2)=NN1,-5
CSc1ccccc1NC(=O)c1cc2cccnc2n(Cc2ccc(F)cc2)c1=O,-8
O=C(Nc1c(C(=O)c2ccc3c(c2)OCCO3)oc2ccccc12)c1ccc([N+](=O)[O-])cc1,-1
COc1cc(/C=C/C(=O)Nc2ccc(-c3nc4ccccc4[nH]3)cc2)cc(OC)c1OC,-6
O=C(CC(SCc1ccco1)c1ccc(F)cc1)c1ccco1 (stereo not drawn),-19
COCCN(Cc1ccncc1)C(=O)c1cccs1,-5
CC(=O)NCc1nccc(N(C)C)n1,-3
COc1ccc(CC(=O)NCC(=O)NN=C(C)c2ccco2)cc1,-23
O=C(Cc1ccc(F)cc1)Nc1ccc2scnc2c1,-3
Fc1ccc(CSc2nnc(-c3ccc(Cl)s3)o2)cc1,-7
CN(C)S(=O)(=O)c1ccc(C(=O)NCCn2ncc3c(=O)n(Cc4cccc5ccccc45)cnc32)cc1,2
